# Menin MLL FP TR: menin-MLL binding inhibition, Texas Red mutant peptide. O00255. Menin + Texas Red MLL mutant peptide, fluorescence polarization. Potency, µM (top dose mostly 61.6 µM), inactives show at the highest dose FP activity change, negative = inhibition, most hits filed as inhibitors. 270,000 tested, 0.23% active; active means well fitted inhibition curve with a large enough effect in the polarisation, with a control signal flat, not every such curve was filed as active; inconclusive means small, poorly fitted or top-dose-only effect, or effect the other way, or a change in a side signal; inactive means no such curve, though single readings can be large or run the other way; the % refers to the polarisation; further: potency means the concentration at half of the fitted maximal effect; % of control where 0% means no effect; many of its hits are not listed in these tables
# MBNL1 CUG block: blocks human MBNL1 binding to CUG repeat RNA; Potency, µM (series often up to 57.5 µM), without a hit: at the highest dose activity change, negative = inhibition, hits mostly inhibitors; Q9NR56; TR-FRET MBNL1-His/biotin-(CUG)12 binding, 665/545 ratio; 280,000 tested, 0.036% active; active means well fitted inhibition curve with a large enough effect in the signal ratio, with a control signal flat, not every such curve was filed as active; inconclusive means small, poorly fitted or top-dose-only effect, or effect the other way, or a change in a side signal; inactive means no such curve, though single readings can be large or run the other way; the % refers to the signal ratio; further: potency means the concentration at half of the fitted maximal effect; on the % scale 0 is the no-effect control and ±100 the full control effect
# Target sequence (Q9NR56 whole entry, looked up): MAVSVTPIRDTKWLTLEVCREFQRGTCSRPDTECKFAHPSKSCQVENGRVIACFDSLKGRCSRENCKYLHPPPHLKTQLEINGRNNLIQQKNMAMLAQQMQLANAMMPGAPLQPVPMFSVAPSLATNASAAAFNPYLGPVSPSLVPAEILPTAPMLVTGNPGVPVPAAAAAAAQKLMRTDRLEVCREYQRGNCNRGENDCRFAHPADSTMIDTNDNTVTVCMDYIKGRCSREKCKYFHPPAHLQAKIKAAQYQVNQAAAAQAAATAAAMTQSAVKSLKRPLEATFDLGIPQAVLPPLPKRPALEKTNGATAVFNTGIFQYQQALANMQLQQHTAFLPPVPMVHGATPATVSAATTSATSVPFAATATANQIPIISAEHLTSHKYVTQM
#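 MBNL1-His + Biotin-(CUG)12, cpd titration 92 nM–58 uM; Tb anti-His Ab 0.055 ng/ul, SA-XL665 5 nM (final); 60 min RT; ratiometric 665/545 nm, Ex 340 nm; normalized to buffer and full-complex controls.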
# GALK inhibitor: blocks human galactokinase activity; P51570; Purified GALK, Kinase-Glo residual ATP luminescence; Potency, µM (series often up to 57.5 µM), without a hit: at the highest dose activity change, negative = inhibition, most hits filed as inhibitors; 270,000 tested, 0.007% active; AID 1868; further: potency means the concentration at half of the fitted maximal effect; on the % scale 0 is the no-effect control and ±100 the full control effect
#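 Compounds were pin-transferred into ATP buffer (35 uM final), then GALK plus galactose (5 nM, 100 uM final) was added. After 1 h at room temperature, Kinase-Glo Plus was added and luminescence read after 10 min.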
# KCNH2 WT inh: KCNH2 (human, wildtype) channel inhibition; AID 720551; 340,000 tested, 0.37% active; U2OS, BacMam KCNH2, thallium flux FluxOr; stronger effect = lower value; activity change, % at 1.84 µM;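 active means maximum activity change below -70%; inconclusive means maximum activity change between -70% and -50%; inactive means maximum activity change above -50%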; further: on the % scale 0 is the no-effect control and ±100 the full control effect
#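 U2OS cells were transduced with wild-type KCNH2 virus (2.03 x 10^8 / mL) for 4 h at room temperature, then cultured overnight at 37 C. Thallium flux was read with FluxOr dye. Rate constants were normalized to DMSO controls.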
# Mito fusion yeast: blocks mitochondrial division or promotes mitochondrial fusion | S. cerevisiae fusion-defective mutant growth rescue, CellTiterGlo 48 h | Potency, µM (series often up to 46.1 µM), inactives show at the highest dose growth rescue (activation), usual class: activators | AID 485298 | 320,000 tested, 0.23% active;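 further: potency means the concentration at half of the fitted maximal effect; % of control where 0% means no effect; nearly all actives have a fitted effect of over 45% in size; temperature-sensitive fusion mutants such as fzo1-1 at 37 °C on non-fermentable ethanol glycerol medium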
#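 Temperature-sensitive fusion-defective S. cerevisiae (e.g. fzo1-1, mgm1-5) were grown with compound in YPEG medium (3% ethanol, 3% glycerol) for 48 hours at 37C. Growth rescue was measured as viability by CellTiterGlo luminescence after 10 minutes at ambient.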
# ASM inhibitor: inhibitors of human secretory acid sphingomyelinase | placental ASM, HMU-PC fluorogenic substrate, 60 min | P17405 | Potency, µM (titrated, usually from 57.5 µM), for the others: at the highest dose activity change, negative = inhibition, most hits filed as inhibitors | AID 504937 | 340,000 tested, 0.006% active; further: potency means the concentration at half of the fitted maximal effect
#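 Human placenta-derived ASM preincubated with compound 10 min at room temperature, then reacted with 9 uM (final) fluorogenic HMU-PC substrate for 60 min at 37 C. Stop solution raises pH to 10; fluorescence read at Ex 386/Em 447 nm.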
# TSHR antag: human thyrotropin receptor antagonism; P16473; TSHR-expressing cells, TSH-stimulated cAMP HTRF, 2 h; stronger effect = lower value; activity change, negative = inhibition, % at 11.5 µM; 330,000 tested, 0.2% active; AID 504810;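 active means activity change below a set negative limit, meaning inhibition stronger than a set level, cut at about -70% in these data; inconclusive means activity change between two set negative limits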; further: on the % scale 0 is the no-effect control and ±100 the full control effect
#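 Inhibition of cAMP made by TSHR-expressing cells under TSH stimulation (4nM final, EC80; 2 h, 37 deg C) is quantified with a one-step lysis HTRF kit, anti-cAMP cryptate versus cAMP-d2.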
# PKM2 activator: activators of human pyruvate kinase M2; 260,000 tested, 0.34% active; P14618; purified PKM2, Kinase-Glo ATP luminescence, activation; response scale: 0% is enzyme alone, no compound; Potency, µM (top dose mostly 57.5 µM), without a hit: at the highest dose activation, hits mostly activators; AID 1631; further: potency means the concentration at half of the fitted maximal effect; on the % scale 0 is the no-effect control and ±100 the full control effect; nearly all actives have a fitted effect of over 55% in size
#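 hPK-M2, >95% pure; 0.1 mM ADP / 0.5 mM PEP final; imidazole pH7.2 buffer w/ 7 mM MgCl2, 50 mM KCl; 1 h RT; Kinase-Glo lum. Intermediate enzyme activity for dual inhibitor/activator qHTS.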
# Chronic BCR inh: inhibitors of chronic active B-cell receptor signaling; ABC-DLBCL IkBa-CBG/CBR reporter, luminescence ratio, 4 h; 340,000 tested, 0.05% active; Potency, µM (doses to about 46.1 µM), for the others: at the highest dose ratio change, negative = lower green/red ratio, most hits filed as inhibitors; active means well fitted inhibition curve with a large enough effect in the signal ratio, with a control signal flat, not every such curve was filed as active; inconclusive means small, poorly fitted or top-dose-only effect, or effect the other way, or a change in a side signal; the % refers to the signal ratio;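 further: potency means the concentration at half of the fitted maximal effect; plate controls were basal doxycycline-induced cells for no effect and cells given 10 µM MG132 for full effect; MG132 reads +100%, hits lower the ratio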
#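 Cell line TMD8 (human ABC DLBCL), stably expressing tet-inducible CBG68-IkBa fusion and CBR; IMDM/0.5% FBS; cpd up to 46 uM; dox induction, 4 h, 37C/5% CO2; dual luminescence; green/red ratio; MG132 control.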
# Eya2 inh: inhibitors of human Eya2 phosphatase activity; 330,000 tested, 0.006% active; AID 488837; recombinant Eya2, OMFP fluorescence dephosphorylation (OMFP is methylfluorescein phosphate); O00167; Potency, µM (doses to about 76.9 µM), inactives show at the highest dose activity, negative = inhibition, most hits filed as inhibitors; further: potency means the concentration at half of the fitted maximal effect; on the % scale 0 is the no-effect control and ±100 the full control effect
# Target sequence (O00167 whole entry, looked up): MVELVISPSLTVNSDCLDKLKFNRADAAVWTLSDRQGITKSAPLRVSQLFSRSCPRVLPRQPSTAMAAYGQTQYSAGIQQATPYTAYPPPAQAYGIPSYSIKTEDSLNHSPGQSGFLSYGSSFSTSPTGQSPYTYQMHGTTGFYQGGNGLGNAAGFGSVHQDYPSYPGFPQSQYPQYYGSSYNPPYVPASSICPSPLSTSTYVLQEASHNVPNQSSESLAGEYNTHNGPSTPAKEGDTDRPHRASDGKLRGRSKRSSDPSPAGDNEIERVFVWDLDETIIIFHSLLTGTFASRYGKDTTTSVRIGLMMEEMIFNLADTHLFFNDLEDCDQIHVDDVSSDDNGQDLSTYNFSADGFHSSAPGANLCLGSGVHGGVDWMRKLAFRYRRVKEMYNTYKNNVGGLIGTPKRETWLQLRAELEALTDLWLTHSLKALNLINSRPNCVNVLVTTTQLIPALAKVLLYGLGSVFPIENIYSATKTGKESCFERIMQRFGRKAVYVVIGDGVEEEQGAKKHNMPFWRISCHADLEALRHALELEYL
#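 Eya2 (0.2 uM) preincubated 10 min at ambient with compound, then OMFP substrate added at 50 uM; 10 min reaction in 50 mM HEPES pH 7.5, 50 mM NaCl, 5 uM MgCl2, 0.05% BSA, 1 mM DTT. Fluorescence read at Ex 485/Em 525 nm.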
# USP2a inh: blocks human ubiquitin-specific protease USP2a | USP2 core, Ub-CHOP2 coupled fluorogenic reporter, 485/531 | Potency, µM (top dose mostly 38.3 µM), for inactives: top-dose activity change, negative = inhibition, actives largely listed as inhibitors | 330,000 tested, 0.01% active | AID 463254;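 further: potency means the concentration at half of the fitted maximal effect; plate controls were DMSO wells for no effect and full inhibition by NEM control for full effect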
#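 Cell-free coupled assay: 10nM USP2 core preincubated 30min RT with compound in Tris-HCl pH 8.0/CaCl2/CHAPS buffer, then 25nM Ub-CHOP2 and 25nM reporter substrate; fluorescence (Ex 485/Em 531) read after 60min RT, normalized to NEM inhibition, concentration-response curves fitted.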
# Numbers without * were called inactive; ? = inconclusive; nt = no result given; [ ] = dose if it differs, or a comment. Unless noted, the call rests on the fitted dose curve; in most records, active means well fitted curve in the direction sought with a large enough effect; inconclusive means small, poorly fitted or top-dose-only effect, or another doubt; inactive means no such curve, though single readings can be large; an effect the other way counts as inactive or inconclusive. A portion of the library; rates above refer to the full screens.
# Results follow in this order: Menin MLL FP TR	MBNL1 CUG block	GALK inhibitor	KCNH2 WT inh	Mito fusion yeast	ASM inhibitor	TSHR antag	PKM2 activator	Chronic BCR inh	Eya2 inh	USP2a inh
> C[C@H](CO)N1C[C@H](C)[C@@H](CN(C)S(=O)(=O)c2ccccc2)Oc2c(NC(=O)Nc3ccc4c(c3)OCO4)cccc2C1=O
→ nt	nt	nt	17.1	nt	-2.4%	-15.7	nt	?	0.9%	-1.7%
> CCOC(=O)N1CC=C2C(C#N)=C(N)C(C#N)(C#N)[C@H](c3ccsc3)[C@H]2C1
→ -9.3%	13.0%	2.9%	-16.6	-1.8%	69.2%[activator]	-15.2	-4.2%	?	3.3%	4.1%
> CSc1nc(-c2ccco2)nn1S(=O)(=O)c1ccc(C)cc1
→ -9.5%	2.7%	-1.7%	-3.1	13.9%	1.2%	11.7	1.7%	-1.2%	-0.3%	1.9%
> CC1=CC2=NC(=O)/C(=C\c3cccn3CCOc3ccccc3C)C(=N)N2O1
→ ?	7.3%	0.8%	0.6	-11.5%	-14.6%	-18.7	1.8%	?	-3.5%	-14.0%
> COc1ccccc1OCCNC(=O)c1cc(C2CC2)nc2c1cnn2C(C)C
→ nt	nt	nt	-20.0	8.1%	-3.7%	-7.1	nt	?	3.1%	2.5%
> CSc1nsc(SCC(=O)Nc2ccccc2C(=O)O)n1
→ nt	-9.0%	-2.3%	1.0	3.1%	-0.3%	-3.7	nt	?	-25.6%	-8.4%
> CCC1(c2ccc(F)cc2)NC(=O)N(CC(=O)Nc2ccc(S(N)(=O)=O)cc2)C1=O (stereo not drawn)
→ -0.2%	-1.6%	12.7%	-2.9	13.6%	0.8%	0.8	6.8%	-3.3%	5.7%	-1.1%
> O=C(COC(=O)c1cc([N+](=O)[O-])ccc1N1CCOCC1)NCc1ccc(Cl)cc1Cl
→ nt	?	7.4%	-10.9	-11.7%	-18.3%	-4.4	-4.7%	-1.0%	3.0%	-6.2%
> C=CCn1c(=O)c(C(C)=O)cn(N(C)c2ncc(C(F)(F)F)cc2Cl)c1=O
→ -3.6%	nt	10.5%	-2.0	-5.5%	-4.5%	5.9	-9.0%	2.8%	-16.0%	-0.7%
> O=C(NCC1CCCO1)c1cccc(N2CCCC2=O)c1 (stereo not drawn)
→ -8.1%	-6.3%	-4.3%	-4.2	-3.4%	2.9%	9.2	8.4%	0.1%	-3.8%	-2.3%
> CC(=O)C1=C(O)C(=O)N(CCC(=O)O)C1c1cccc(F)c1 (stereo not drawn)
→ 10.9%	3.9%	-0.4%	-8.5	1.5%	7.6%	9.7	-2.2%	?	-9.5%	0.1%
> COc1ccccc1-n1cnc2sc(-c3ccccc3)cc2c1=O
→ 9.3%	-1.1%	-3.3%	1.2	2.8%	50.4%	7.1	1.8%	?	5.2%	3.7%
> O=C(c1cccs1)N1CCN(C2CCN(Cc3ccccc3)CC2)CC1
→ 3.6%	-7.9%	0.2%	19.4	2.1%	-0.5%	-6.4	1.6%	?	7.4%	0.7%
> O=C(NCCCn1ccnc1)C(=O)Nc1ccccc1
→ 2.1%	-9.1%	9.1%	-16.5	0.7%	4.2%	14.2	0.7%	-4.8%	-6.9%	-8.4%
> COc1ccccc1CN(C)C(=O)C(c1ccccc1)c1ccccc1
→ ?	4.0%	nt	-7.4	?	-2.6%	-5.2	nt	?	8.8%	4.1%
> O=C(CCC(=O)NC12CC3CC(CC(C3)C1)C2)NC1CCCCC1
→ -16.8%	1.0%	0.0%	4.5	3.4%	-2.7%	6.4	0.0%	-3.6%	14.8%	-0.2%
> O=C(Cc1ccc(F)cc1)N1CCOCC1
→ 8.3%	-7.1%	0.6%	3.6	2.0%	3.1%	-8.5	1.1%	-0.5%	-14.7%	1.9%
> O=C(CSCc1ccc(F)cc1)Nc1ccc(N2CCOCC2)cc1N1CCOCC1
→ nt	nt	nt	1.6	7.0%	-3.9%	14.5	nt	4.5%	-3.3%	3.0%
> Cc1cccc(C)c1NC(=S)N1CCCCCC1
→ -1.7%	-0.8%	-1.8%	-4.1	-21.8%	3.4%	1.7	-8.7%	-1.4%	-3.9%	1.7%
> O=C(Nc1ccc2c(c1)OCO2)c1cnc2n(c1=O)CCS2
→ 2.8%	7.0%	0.3%	-21.1	-3.1%	-0.4%	1.3	-6.1%	1.2%	3.3%	3.8%
> CN1CCC(=O)N([C@H](COc2ccccc2)Cc2ccccc2)CC1
→ 5.7%	-6.6%	nt	20.6	1.5%	0.0%	13.2	1.4%	-2.3%	6.2%	0.7%
> Nc1ccc2oc(C3CCCCC3)nc2c1
→ -11.1%	-3.0%	4.6%	1.3	23.5%	4.3%	16.7	9.6%	?	-5.9%	-0.6%
> C=CCn1c(SCC(=O)Nc2nc3ccccc3s2)nnc1-c1ccccc1O
→ 19.1%	0.4%	0.4%	-5.4	-2.5%	-9.6%	-0.5	-0.4%	?	-27.7%	-2.0%
> COc1ccc(-c2[nH]ncc2/C=N\NC(=O)c2ccc(Br)o2)cc1OC
→ nt	2.1%	-7.0%	-7.2	0.7%	5.7%	14.1	1.5%	-12.0%	-4.2%	0.5%
> O=S1(=O)NC[C@]23C[C@H](c4ccc(F)cc4)[C@@H](C[C@@H]21)O3
→ nt	-1.0%	1.6%	0.5	1.8%	2.8%	7.6	3.0%	-0.1%	3.5%	-1.1%
> OCCC1CN(Cc2cccn2-c2ccccn2)CCN1C1CCCC1 (stereo not drawn)
→ 6.3%	-2.1%	1.4%	42.4	-2.6%	6.9%	-2.6	-7.0%	-5.6%	-1.3%	0.5%
> CCn1c(N)c(C(=O)NCc2ccc3c(c2)OCO3)sc1=S
→ ?	?	-0.2%	-0.1	0.2%	-0.6%	5.3	5.01µM*	?	19.0%	-0.5%
> C(=C\n1nnc2ccccc21)/c1ccc[nH]1
→ nt	nt	nt	-0.6	0.1%	7.1%	14.9	nt	?	1.2%	0.7%
> O=c1[nH]c(SCc2n[nH]c(=S)n2-c2ccccc2)nc2sc3c(c12)CCC3
→ -1.3%	-10.9%	-2.9%	9.7	4.7%	-17.0%	6.3	-1.1%	-1.9%	-16.0%	4.5%
> COc1ccc(S(=O)(=O)Nc2ccc(-n3cnnn3)cc2)cc1[N+](=O)[O-]
→ nt	nt	nt	6.1	1.7%	1.7%	9.8	nt	-6.0%	14.4%	-0.2%
> O=S(=O)(/N=C(/Nc1ccccc1F)c1ccccc1)c1ccccc1
→ -2.5%	-2.6%	0.1%	-7.8	-0.4%	1.7%	-17.1	0.5%	?	18.8%	-0.1%
> C=CCNC(=S)N/N=C/c1ccc(C(F)(F)F)cc1
→ 3.7%	-5.7%	-2.1%	-2.3	-2.3%	-2.9%	-17.0	-10.9%	?	-5.8%	2.1%
> Nc1nc(SCc2ccccc2Cl)ns1
→ 24.4%	1.0%	-3.1%	-7.8	10.0%	0.7%	-46.0	-0.8%	?	-4.1%	0.0%
> NS(=O)(=O)c1cccc(NC(=O)CSc2n[nH]c(-c3cccs3)n2)c1
→ nt	nt	nt	-10.6	-3.0%	-2.1%	13.0	nt	-2.1%	-7.3%	-3.9%
> Fc1ccc(Br)cc1/C=N/n1cnnc1
→ 5.6%	3.4%	2.4%	0.5	-2.1%	-1.1%	-10.3	-0.6%	-0.4%	15.8%	2.8%
> CN(C)c1ccc(Nc2c3c4c(cccc4n(C)c2=O)C(=O)c2ccccc2-3)cc1
→ -1.5%	27.0%	2.3%	4.3	5.7%	-26.5%	-14.7	13.0%	-6.2%	-6.1%	11.7%

# Assay outcomes as filed in PubChem.
